Shn3 3UTR inh = reduction of Shn3 3'UTR firefly luciferase signal, primary screen, Schnurri-3 inhibitor project, cell-based, Clone20 osteoblasts, set 2; hit rate 0.52% among 360,000; inhibition, % at 12.5 µM; Clone20 osteoblast Shn3 3'UTR firefly luciferase, 24 h;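 active = mean inhibition of at least 75% with every replicate also reaching 75%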;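 also: 0% = median of neutral control wells and 100% = pilot-screen positive control compound; some compounds past the cut are filed as inactive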
EBV LMP1 NFkB = EBV LMP1-driven NF-kappaB luciferase reporter inhibitors, primary screen, cell-based, luminescence, single point; LMP1-induced NF-kappaB luciferase reporter cells; inhibition, % at 12.5 µM; hit rate 0.69% among 350,000; AID 504558, 2011; in the data active = inhibition above about 41%;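 also: 0% = neutral control wells and 100% = reference inhibitor control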
C8 TRAIL sens = viability loss with TRAIL in NB7+C8 cells, primary screen, TRAIL sensitizer project, cell-based, ATPlite luminescence. hit rate 1% among 360,000. AID 624354, 2012. inhibition (viability loss, TRAIL sensitization), % at 10 µM;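 active = compounds causing at least 50% loss of cell viability in the single-dose screen, relative to plate controls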
NR2F2 inh = NR2F2 transcriptional activity inhibitors, primary screen, cell-based, luciferase reporter, HEK293T, luminescence; AID 686940, 2013; HEK293T NGFI-A luciferase reporter; inhibition, % at 8.6 µM; hit rate 0.7% among 370,000;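 active = inhibition above a per-plate cutoff, mean inhibition of test wells between control levels plus 3 SD, cut at about 38% in these data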;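 also: cells cotransfected with COUP-TFII expression vector driving the NGFI-A reporter; 0% = median of COUP-TF2 test wells and 100% = reporter-only cells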
Target sequence (P24468 whole entry, looked up): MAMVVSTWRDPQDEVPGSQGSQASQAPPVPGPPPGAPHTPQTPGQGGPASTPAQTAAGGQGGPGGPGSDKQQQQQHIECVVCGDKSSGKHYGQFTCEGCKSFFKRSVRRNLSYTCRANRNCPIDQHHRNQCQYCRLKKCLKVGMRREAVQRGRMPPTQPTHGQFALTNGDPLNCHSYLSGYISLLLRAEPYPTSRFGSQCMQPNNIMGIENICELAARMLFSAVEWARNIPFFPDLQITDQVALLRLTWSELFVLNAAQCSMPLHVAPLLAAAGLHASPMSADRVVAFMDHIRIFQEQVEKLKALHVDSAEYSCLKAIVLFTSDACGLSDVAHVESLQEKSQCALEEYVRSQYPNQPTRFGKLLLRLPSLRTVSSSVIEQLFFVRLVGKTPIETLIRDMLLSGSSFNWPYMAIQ
SRC1 inh = SRC1 coactivator transcriptional activity inhibitors, primary screen, cell-based, luminescence. AID 588354, 2011. HEK293 GAL4-SRC1 luciferase reporter. inhibition, % at 3.6 µM. hit rate 0.12% among 360,000;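 active = inhibition above the campaign mean plus 3 SD, with each screening campaign given its own cutoff, cut at about 60% in these data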;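 also: 0% = DMSO treated cells and 100% = gossypol at 36 µM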
NR5A2 inv ag = LRH-1 (NR5A2) inverse agonists, primary screen, cell-based, luminescence, HEK293T, StAR-luciferase reporter; Nuclear receptor subfamily 5 group A member 2 (Homo sapiens), O00482; LRH-1 transfected, 24 h; hit rate 0.13% among 360,000; inhibition, % at 3.6 µM; AID 602396, 2012;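 active = inhibition above the mean inhibition of all tested compounds plus 3 SD, cut at about 73% in these data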;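 also: 0% = DMSO wells and 100% = reporter-only cells lacking LRH-1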
CF NFkB block = inhibitors of PAF-induced NF-kB signaling, primary screen, cell-based, GFP fluorescence, uHTS. KKLEB NF-kB-GFP reporter, GFP fluorescence overnight. inhibition, % at 5 µM. hit rate 0.86% among 360,000. AID 588850, 2011;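 active = at least 50% inhibition at 5 µM, scaled per plate between neutral and stimulator controls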;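 also: PAF is a Pseudomonas aeruginosa culture filtrate used as stimulus; plate controls were PAF-stimulated DMSO wells for no effect and unstimulated DMSO wells for full effect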
TROY signal inh = inhibitors of TROY-driven NF-kB signaling, primary screen, Q293 LMP1-TROYcd cells, NF-kB luciferase, uHTS | Q293 LMP1-TROYcd NF-kB luciferase reporter, 4 h | inhibition, % at 10 µM | hit rate 0.98% among 360,000;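 active = compounds whose plate-normalised and pattern-corrected inhibition of the luciferase reporter signal at the single screening dose is 50% or more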
TWEAK-Fn14 inh = inhibitors of TWEAK-Fn14 signaling, primary screen, luciferase reporter cells, uHTS | TWEAK-stimulated Fn14 reporter cells, luciferase luminescence, 8 h | inhibition, % at 10 µM | hit rate 2% among 360,000 | AID 1159606, 2016; in the data active = inhibition above about 50%
SRC3 inh = SRC3 coactivator transcriptional activity inhibitors, primary screen, cell-based, luminescence | AID 588352, 2011 | hit rate 0.17% among 360,000 | inhibition, % at 3.6 µM | HEK293 GAL4-SRC3 luciferase reporter;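 active = inhibition above a per-campaign cutoff, the mean of all compounds plus 3 SD, cut at about 60% in these data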;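 also: 0% = DMSO-treated cells and 100% = gossypol-treated cells at 36 µM; higher means less SRC3-driven luciferase light from the GAL4 reporter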
KKLEB cytotox = cytotoxicity in KKLEB CF airway cells, primary screen, cytotoxicity control for CF NF-kB inhibitor project, cell-based, uHTS, fluorescence assay plates; KKLEB CF airway cells viability, ATPlite luminescence, overnight; stronger effect = lower value; cells stimulated with P. aeruginosa culture filtrate; activity change (cytotoxicity), % at 5 µM; hit rate 0.36% among 360,000;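 active = corrected activity change at or below -50% at 5 µM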
* = called active by the depositor; nt = not tested or not shown.

Sample of the layout:
Value order: C8 TRAIL sens	SRC3 inh	CF NFkB block	EBV LMP1 NFkB	SRC1 inh	KKLEB cytotox	TWEAK-Fn14 inh	NR5A2 inv ag	Shn3 3UTR inh	TROY signal inh	NR2F2 inh
(1) O=C(c1ccc(S(=O)(=O)N2CCCCC2)cc1)N(c1ccccn1)C1CCCCC1
→ 9	15	18	0	-10	4	-2	-6	11	1	17
(2) CCOc1cc2[nH]c(=S)n(CCC(=O)NC3CCCCC3)c(=O)c2cc1OCC
→ -18	15	3	-1	-6	-3	-11	-5	4	7	-1
(3) COc1ccc(NC(=S)NCCc2ccccc2OC)c(OC)c1
→ -1	14	-7	-9	6	-4	-1	-4	-2	-9	14
(4) COc1cc(/C=C2/C(=N)N3N=C(CC(=O)N4CCOCC4)SC3=NC2=O)ccc1OCc1ccccc1F
→ -1	-12	-8	-10	-29	-5	2	-19	-14	-27	nt

All compounds of this part, from the start:
Value order: C8 TRAIL sens	SRC3 inh	CF NFkB block	EBV LMP1 NFkB	SRC1 inh	KKLEB cytotox	TWEAK-Fn14 inh	NR5A2 inv ag	Shn3 3UTR inh	TROY signal inh	NR2F2 inh
(1) O=C(c1ccc(S(=O)(=O)N2CCCCC2)cc1)N(c1ccccn1)C1CCCCC1
→ 9	15	18	0	-10	4	-2	-6	11	1	17
(2) CCOc1cc2[nH]c(=S)n(CCC(=O)NC3CCCCC3)c(=O)c2cc1OCC
→ -18	15	3	-1	-6	-3	-11	-5	4	7	-1
(3) COc1ccc(NC(=S)NCCc2ccccc2OC)c(OC)c1
→ -1	14	-7	-9	6	-4	-1	-4	-2	-9	14
(4) COc1cc(/C=C2/C(=N)N3N=C(CC(=O)N4CCOCC4)SC3=NC2=O)ccc1OCc1ccccc1F
→ -1	-12	-8	-10	-29	-5	2	-19	-14	-27	nt
(5) COc1cccc(-c2nc(CS(=O)CC(=O)NCc3ccc(F)cc3)c(C)o2)c1 (stereo not drawn)
→ -18	-22	-2	-15	-12	-1	-1	-3	2	2	13
(6) CC(=NNC(=O)c1ccncc1)c1ccccc1O
→ 4	-2	-11	27	11	-3	-40	0	83	-15	1
(7) Cc1cc2oc(=O)cc(COC(=O)c3n[nH]c4ccccc34)c2cc1C
→ 4	2	2	-19	-20	-8	-16	-16	-37	-11	7
(8) Cn1c(-c2cc3ccc(OC(=O)C(C)(C)C)cc3oc2=O)nc2ccccc21
→ 10	-44	5	-12	-158	8	-29	-84	-37	-46	-23
(9) O=C(CCCCC(=O)OC1CCCCC1)OC1CCCCC1
→ -9	-8	10	4	-4	-7	-2	18	2	-20	-15
(10) COc1cccc(CN(c2ccccc2C(=O)O)S(=O)(=O)c2ccc(C)cc2)c1
→ 6	-23	-3	9	-1	16	-17	-21	20	3	-5
(11) CCOC(=O)c1n[nH]c(=O)c2ccccc12
→ -1	10	-23	-12	3	3	-42	2	-4	2	-17
(12) OC1(c2cccc(C(F)(F)F)c2)CCN(c2ccc(-c3ccccc3)nn2)CC1
→ 18	-65	2	-35	-116	-18	-25	-62	-45	-32	-34
(13) CCOC(=O)C1(C)CCN1C(=O)c1ccc(SC(F)(F)F)cc1 (stereo not drawn)
→ -4	11	-41	nt	-1	-3	-15	21	-11	7	1
(14) CC(=O)Nc1sc(C)c(C)c1C(=O)OCC(=O)NCc1ccccc1
→ 38	-1	-7	0	-3	-3	-5	-1	-11	-22	-19
(15) COc1ccc(-c2cn(-c3ccc(Br)cc3)c3[n+]2CCS3)cc1
→ 37	31	5	12	18	0	14	29	65	12	14
(16) COc1ccc(OCC(O)CNC(=O)c2c(-c3ccccc3)noc2C)cc1 (stereo not drawn)
→ 0	-2	-1	-3	0	8	7	-5	-4	11	0
(17) COc1ccccc1S(=O)(=O)Cc1ccc(C(=O)N2CCN(c3ccccc3)CC2)o1
→ 6	2	8	5	-24	-6	3	-29	13	10	4
(18) CS(=O)(=O)N(CC(=O)NCCSCc1ccccc1Cl)c1ccc(F)cc1
→ -2	1	-15	-3	-23	-15	1	6	6	0	16
(19) COc1cccc(NC(=O)COC(=O)C2CC3CCCC(C2)C3=O)c1 (stereo not drawn)
→ 8	13	-3	-1	-5	-4	-6	-11	2	1	1
(20) O=C(NCCNc1ccc([N+](=O)[O-])cc1)c1ccccc1Br
→ -8	18	6	-12	12	-10	7	27	-8	-11	-11
(21) COc1cc(NC(=O)C2(C)CCCN2C(=O)C(C)C)cc(OC)c1OC (stereo not drawn)
→ 13	2	3	nt	-4	1	21	-6	-14	4	0
(22) COc1cccc(CNC(=O)CCC2CCCN(C(=O)c3cc(C4CC4)[nH]n3)C2)c1 (stereo not drawn)
→ 11	-18	-17	-12	-5	6	-7	-25	-25	-12	3

Full records, looked up by structure:
`COc1cccc(NC(=O)COC(=O)C2CC3CCCC(C2)C3=O)c1` (stereo not drawn) is listed with C8 TRAIL sens: 8; SRC3 inh: 13; CF NFkB block: -3; EBV LMP1 NFkB: -1; SRC1 inh: -5; KKLEB cytotox: -4; TWEAK-Fn14 inh: -6; NR5A2 inv ag: -11; Shn3 3UTR inh: 2; TROY signal inh: 1; NR2F2 inh: 1
`COc1ccc(OCC(O)CNC(=O)c2c(-c3ccccc3)noc2C)cc1` (stereo not drawn) is listed with C8 TRAIL sens: 0; SRC3 inh: -2; CF NFkB block: -1; EBV LMP1 NFkB: -3; SRC1 inh: 0; KKLEB cytotox: 8; TWEAK-Fn14 inh: 7; NR5A2 inv ag: -5; Shn3 3UTR inh: -4; TROY signal inh: 11; NR2F2 inh: 0
`CS(=O)(=O)N(CC(=O)NCCSCc1ccccc1Cl)c1ccc(F)cc1` is listed with C8 TRAIL sens: -2; SRC3 inh: 1; CF NFkB block: -15; EBV LMP1 NFkB: -3; SRC1 inh: -23; KKLEB cytotox: -15; TWEAK-Fn14 inh: 1; NR5A2 inv ag: 6; Shn3 3UTR inh: 6; TROY signal inh: 0; NR2F2 inh: 16

Source: PubChem BioAssay

Not all compounds are listed; rates above refer to the full screens.
